# Assay outcomes (PubChem BioAssay)
# ROMK primary: modulates human ROMK potassium channel activity. Tet-inducible ROMK, thallium flux fluorescence; actives lie on both sides. 130,000 tested, 2% active. B-score at 10 µM;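 active = signal ratio slope over the read window, or its plate-corrected B-score, at least 3 SD from the plate mean, either direction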;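 also: B-score of the F/F0 ratio slope over 7 to 12 s after thallium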
# Diaph act CS: diaphorase activation or chemical reduction counter-screen | Diaphorase/resazurin coupled assay, resorufin fluorescence, 16 min; hits give high values; 1 = vehicle wells, 0 = NADH-free wells | 190,000 tested, 0.005% active | activation factor at 20 µM;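 active = diaphorase activity raised at least twofold by the compound at 20 µM; inactive = activation factor below 2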
#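 Material: bacterial diaphorase enzyme (C. kluyveri); amount: enzyme 0.07 U/mL final; reagent: NADH substrate 0.114 mM plus resazurin dye 0.1 mM, final; doses: single compound dose of 20 µM, 1% DMSO final; timing: 16 min enzyme reaction, ambient temperature; measured by: fluorescence of resorufin, 544 nm excitation, 590 nm emission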
# G6PDH counter: counter-screen for G6PDH assay hits: L. mesenteroides G6PDH inhibition; inhibition, % at 5 µM; Purified L. mesenteroides G6PDH, diaphorase/resazurin coupled fluorescence, 45 min; 200,000 tested, 0.12% active; in the data active = inhibition above about 50%
# PMI activator: increases human mannose-6-phosphate isomerase activity; purified human PMI, coupled resazurin fluorescence, 20 min; hits give high values; 1 = vehicle control, 0 substrate-free wells; activation factor at 20 µM; 190,000 tested, 0.005% active; AID 1214;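 active = activation factor of 2 or more at 20 µM, relative to plate controls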
# Target sequence (P34949 whole entry, looked up): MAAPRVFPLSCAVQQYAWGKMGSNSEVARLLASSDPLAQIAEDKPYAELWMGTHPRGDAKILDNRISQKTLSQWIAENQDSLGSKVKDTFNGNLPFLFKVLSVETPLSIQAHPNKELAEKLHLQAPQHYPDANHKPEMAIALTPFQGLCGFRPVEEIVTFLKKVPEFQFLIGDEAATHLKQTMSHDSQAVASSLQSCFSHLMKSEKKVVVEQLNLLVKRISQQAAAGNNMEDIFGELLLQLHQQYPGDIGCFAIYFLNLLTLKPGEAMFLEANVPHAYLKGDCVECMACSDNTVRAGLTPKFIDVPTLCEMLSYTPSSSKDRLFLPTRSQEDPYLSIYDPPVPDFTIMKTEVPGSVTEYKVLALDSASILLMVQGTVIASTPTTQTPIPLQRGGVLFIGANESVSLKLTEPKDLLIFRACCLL
# PPARg SRC3 recr: PPARgamma-driven SRC-3 recruitment agonism; biochemical PPARgamma/SRC-3 coactivator recruitment assay; activation, % at 8 µM; 200,000 tested, 0.26% active; AID 731; in the data active = activation above about 23%;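 also: 0% = DMSO and 100% = reference agonist; some compounds past the cut are filed as inactive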
# Target sequence (P37231 whole entry, looked up): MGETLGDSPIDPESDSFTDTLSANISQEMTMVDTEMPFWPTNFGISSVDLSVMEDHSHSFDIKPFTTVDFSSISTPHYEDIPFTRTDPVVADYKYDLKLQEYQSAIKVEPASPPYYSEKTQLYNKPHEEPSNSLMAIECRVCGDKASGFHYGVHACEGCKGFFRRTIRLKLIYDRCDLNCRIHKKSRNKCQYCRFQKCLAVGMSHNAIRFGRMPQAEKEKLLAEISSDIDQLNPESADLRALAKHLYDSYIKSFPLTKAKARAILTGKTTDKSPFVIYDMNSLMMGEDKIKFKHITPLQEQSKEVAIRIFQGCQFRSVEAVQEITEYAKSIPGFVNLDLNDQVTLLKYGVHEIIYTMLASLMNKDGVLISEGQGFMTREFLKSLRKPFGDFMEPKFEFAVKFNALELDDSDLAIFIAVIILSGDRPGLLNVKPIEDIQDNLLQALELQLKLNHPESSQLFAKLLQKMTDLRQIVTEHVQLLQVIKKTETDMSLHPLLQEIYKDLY
# Diaph inh CS: counter-screen for diaphorase-based assays: diaphorase inhibitors and chemical oxidizers; diaphorase resazurin-to-resorufin fluorescence, NADH, 16 min; bacterial (C. kluyveri) enzyme, not human; inhibition, % at 20 µM; 190,000 tested, 0.69% active; AID 1217;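 active = primary screen inhibition at 20 µM above a set limit, cut at about 50% in these data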;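 also: plate controls were DMSO with full reaction for no effect and wells lacking NADH for full effect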
#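 Benchmarks: positive control wells lacking NADH, neutral wells with DMSO only. System: bacterial diaphorase enzyme (C. kluyveri). Input: 0.14 U/mL diaphorase, enzyme working solution. Detection: resorufin fluorescence, excitation 544 nm, emission 590 nm. Times: 16-min room-temperature incubation before reading.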
# PPARg SRC-1 ag: PPARgamma-driven SRC-1 recruitment agonism; activation, % at 8 µM; AID 631; PPARgamma-SRC-1 coactivator recruitment biochemical assay; P37231; 200,000 tested, 0.41% active; in the data active = activation above about 19%;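 also: 0% = DMSO and 100% = reference agonist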
# PMI act satM6P: PMI (human) activation, high substrate. coupled PMI enzyme assay, resazurin fluorescence, 20 min; hits give high values; 1 = untreated enzyme, 0 = substrate-free blank. activation factor at 20 µM. 190,000 tested, 0.34% active;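 active = activation factor of 2 or more at 20 µM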
#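 Technique: Diaphorase-driven resazurin-to-resorufin fluorescence, excitation 544, emission 590 nm | Assay system: Human PMI in coupled enzyme assay | Times: Enzyme reaction with compound 20 min at room temperature | Medium: HEPES-buffered pH 7.4 with magnesium and detergent | Reagent: Mannose-6-phosphate 1.0 mM (near-saturating) plus 0.22 mM NADP+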
# S1P3 antagonist: blocks the human S1P3 receptor; Q99500; CHO S1P3 NFAT-BLA reporter, FRET fluorescence, antagonist mode; inhibition, % at 4.98 µM; 170,000 tested, 0.27% active;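 active = inhibition above the plate cutoff, the mean inhibition of test wells on that plate plus 3 SD, cut at about 28% in these data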;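 also: cells challenged with S1P at its EC80 of 0.8 µM; blue over green emission ratio from cleaved BLA substrate after 4 h stimulation; 0% = S1P-stimulated wells and 100% = unstimulated DMSO-only wells; some compounds past the cut are filed as inactive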
# TR-FRET SRC-2 ct: counter-screen for PPARgamma SRC-2 recruitment agonists: TR-FRET artefact | TR-FRET ratio at 8 µM | AID 1049 | 200,000 tested, 0.4% active | hits give high values; in the data active = TR-FRET ratio above about 2000; also: inactives centre near 1500
# PPARg SRC-2 ag: PPARgamma-driven SRC-2 recruitment agonism; P37231; PPARgamma LBD-SRC-2 recruitment, biochemical; activation, % at 8 µM; 200,000 tested, 0.34% active; AID 1032; in the data active = activation above about 22%;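 also: 0% = vehicle and 100% = reference agonist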
# * marks the source's active call; other numbers are inactive results; nt = not tested or not shown.
Molecule	ROMK primary	Diaph act CS	G6PDH counter	PMI activator	PPARg SRC3 recr	Diaph inh CS	PPARg SRC-1 ag	PMI act satM6P	S1P3 antagonist	TR-FRET SRC-2 ct	PPARg SRC-2 ag
CCCCN1C[C@H](O)[C@@H](O)[C@H](O)[C@H]1CO	0.047	0.9	22	0.9	-3	14	1	0.9	0	1508	2
Cc1cc(C)cc(N2C(=O)N(c3ccccc3C)C3CS(=O)(=O)CC32)c1 (stereo not given)	nt	0.9	7	0.9	3	8	-2	1	-31	1454	3
CC(=O)n1nc(-c2ccc(C)cc2)nc1NCc1ccc(F)cc1	-0.51	0.9	2	0.9	-1	7	-6	1	-3	1340	4
CCN(CC)CCNC(=O)c1cc2ccccc2nc1Cl	0.23	0.9	5	1	5	14	-4	1	-12	1346	6
CC1(C)Cc2ccccc2C(/C(C#N)=N/O)=N1	-1.2	0.9	5	1	0	5	5	1	-20	1828	10
CCN(c1cccc(C)c1)c1nc2ccsc2c(=O)s1	-0.63	0.8	-4	1	0	18	5	1.1	nt	1649	8
Cc1cc(C)nc(NS(=O)(=O)c2ccc(N/C=C\C(=O)c3ccc(Cl)cc3)cc2)n1	nt	0.9	-6	1	-8	12	-18	1	nt	1732	3
CC(C)CCNC(=O)c1ccc(Cl)c(NC(=O)Cc2ccccc2)c1	nt	0.9	7	0.9	2	12	6	0.9	2	1492	3
CC(OC(=O)CNC(=O)C12CC3CC(CC(C3)C1)C2)C(=O)Nc1ncc(Cl)cc1Cl (stereo not given)	nt	1	18	0.8	-1	0	0	1.1	nt	1313	-8
COc1ccc(Nc2nc(-c3ccccc3)cs2)cc1	nt	0.9	5	1	-5	10	4	1	nt	1531	5
COC(=O)C1(C)NC(c2ccco2)C2C(=O)N(c3ccc(F)cc3)C(=O)C21 (stereo not given)	0.71	0.9	11	1	3	11	0	1	-15	1699	8
C#Cc1ccc(CN2CCN(Cc3ccsc3)C(CCO)C2)cc1 (stereo not given)	0.24	1.2	12	1.1	6	-23	-7	1.1	2	1282	2

# Overlap with the part before: two compounds; new compounds follow.
Molecule	ROMK primary	Diaph act CS	G6PDH counter	PMI activator	PPARg SRC3 recr	Diaph inh CS	PPARg SRC-1 ag	PMI act satM6P	S1P3 antagonist	TR-FRET SRC-2 ct	PPARg SRC-2 ag
COC(=O)C1(C)NC(c2ccco2)C2C(=O)N(c3ccc(F)cc3)C(=O)C21 (stereo not given)	0.71	0.9	11	1	3	11	0	1	-15	1699	8
C#Cc1ccc(CN2CCN(Cc3ccsc3)C(CCO)C2)cc1 (stereo not given)	0.24	1.2	12	1.1	6	-23	-7	1.1	2	1282	2
O=C(c1ccc(F)cc1)c1ccc(N2CCCC2)cc1	nt	1	7	0.9	14	4	7	1	-31	1755	1
CC(=O)Nc1ccccc1NC(=O)C/C(C)=N/NC(=O)c1ccc([N+](=O)[O-])c(Cl)c1	0.61	1	2	1.1	-5	5	2	1.1	1	1408	2
Cc1cc(C)c(NC(=O)CSc2nccn2C)c(C)c1	-0.68	1	2	1.1	0	-3	4	1.1	-1	1549	-9
CCCN(CCC)S(=O)(=O)c1ccc(NC(=O)Cc2cccs2)cc1	-0.43	0.8	9	0.8	3	24	14	0.8	nt	1644	13
COc1ccccc1N1CCN(S(=O)(=O)c2cccc3nsnc23)CC1	-0.15	0.8	0	0.8	-1	21	-2	0.8	1	1489	4
COC(=O)N/N=C/c1ccc(OS(=O)(=O)c2ccc(C)cc2)c(OC)c1	-0.59	0.9	6	0.9	-3	11	0	1	-32	1655	-4
CCN(CC)/C(Sc1ccccc1)=C(\C(Cl)=C(Cl)Cl)[N+](=O)[O-]	nt	1	4	1.2	1	2	-3	1.1	3	1469	5
CCCCCCCCNC(=O)c1cnccn1	-1.3	1.1	2	1	2	-6	2	1	8	1592	3
Cc1noc(C)c1C(=O)Nc1cccnc1	nt	0.8	15	0.8	12	16	1	0.9	3	1539	11
O=C1CC(c2ccccc2)CC(O)=C1C=NCc1ccncc1 (stereo not given)	0.69	0.9	-4	1	0	7	1	0.9	-9	1588	-2
O=C1C2CCCN2C(c2ccccc2F)N1c1ccc(Cl)cc1 (stereo not given)	1.5*	0.9	5	1.1	-4	7	-3	1.1	6	1424	-7
O=C(NCCO)/C(=C\c1cccc([N+](=O)[O-])c1)NC(=O)c1ccco1	nt	0.8	1	0.9	5	16	-7	1	-12	1518	2
COc1ccc(S(=O)(=O)N2CCCC(C(=O)O)C2)cc1 (stereo not given)	-0.011	0.9	-1	1	-2	9	-6	1	nt	1463	-3
COc1ccc(CN2C(=O)C3C4C=CC(C4)C3C2=O)cc1 (stereo not given)	nt	0.9	2	1	6	10	2	1	nt	1695	1
Cc1nc(SCc2c(F)cccc2Cl)c2c(=O)n(C)c(=O)n(C)c2n1	nt	0.7	-1	0.9	8	32	2	1	4	1829	-2
CCOCCCNCc1cn(-c2ccc(F)cc2F)nc1-c1ccccc1C	-1.1	0.8	9	1	2	16	4	1	-4	1560	0
O=c1[nH]c(-c2ccccc2)cs1	0.23	0.9	4	1	3	8	-1	1.1	0	1368	-2
Cc1nnc(SCc2cc(=O)oc3ccc4ccccc4c23)n1Cc1ccccc1	nt	0.8	-47	1	-3	22	7	1.1	4	1700	1
COc1ccc(C(=O)COC(=O)c2ccc(NC(=O)c3ccccc3)cc2)cc1	nt	1.2	5	1	4	-22	1	1.1	nt	1515	-4
CN1CCN(CC(=O)Nc2c(C(=O)C3CC3)oc3ccccc23)CC1	nt	0.8	4	0.9	5	16	-4	0.9	-19	1788	4
COC(=O)c1ccc(CSc2nc3scc(-c4cccs4)c3c(=O)[nH]2)o1	-0.22	0.8	0	1	9	20	11	0.9	-7	1586	6
O=C1CC(N2CCC(c3nc4ccccc4o3)CC2)C(=O)N1c1cc(Cl)cc(Cl)c1 (stereo not given)	0.18	0.9	3	1	-5	7	-2	1	nt	1759	12
COc1ccc(S(=O)(=O)N(CC(=O)O)c2ccc(C)cc2)cc1	nt	0.8	-1	1	-7	21	-2	1	-17	1789	0
O=C(COC(=O)c1ccc(-c2cnc3ccccc3n2)cc1)c1ccccc1	nt	1.2	-14	1.1	-1	-16	10	1.1	-1	1551	-1
O=c1c2c(nc3c(-c4ccc(Cl)cc4)c[nH]n13)CCC2	0.92	1	2	1.2	-2	0	-3	1.2	-6	1561	1
Cc1ccc(C(=O)Nc2nnn(C)n2)cc1	nt	0.9	9	1.1	-9	10	-6	1	-39	1231	0
COc1ccc(CC(=O)N/N=C(/C)c2ccco2)cc1	nt	0.9	14	0.9	3	8	4	1	-12	1485	-2
COc1ccccc1NS(=O)(=O)c1ccc(C(N)=O)cc1	-0.48	0.9	-4	1	-1	7	-1	1	-13	1555	2
O=C(/C(=C/O)N=Nc1cccc(C(F)(F)F)c1)c1ccccc1	1.1	1.1	3	1	5	-7	6	1	-7	1683	8
C/C(=N\OCC(=O)N/N=C/c1ccccc1O)c1cccs1	0.042	0.9	-4	1	-13	14	-1	1.1	nt	1315	2
CCCc1nnc(SCC(=O)N2CCCCC2C)n1CCCOC (stereo not given)	nt	0.8	4	0.9	2	18	0	0.9	nt	1478	2
CCOC(=O)c1sc2nc(NC(=O)C3CCCCC3)sc2c1C	nt	0.9	4	1	8	8	15	0.9	44	1535	12
Cc1cccc(NS(=O)(=O)c2ccccc2)n1	0.36	1	8	1	-2	4	-4	1.1	15	1505	10
CCOCCCNC(=S)NNC(=O)CCn1nc(C)c(Br)c1C	1.2	0.7	13	1	5	26	3	1	nt	1615	1
CC(=O)N1CCN(C(=O)CC2OC(=O)c3ccccc32)CC1 (stereo not given)	nt	0.8	5	0.9	13	19	2	0.8	nt	1813	1
CC1(C)Cc2nc3sc4c(=O)n(CC(=O)NCc5ccccc5)cnc4c3cc2CO1	nt	1.1	-2	1.1	-3	-13	0	1.1	nt	1388	-1
Cc1ccccc1NC(=O)c1ccc(NC(=O)C2CC(=O)OC23CCCCC3)cc1 (stereo not given)	1.6	0.9	13	0.9	5	7	8	0.8	23	1294	1
COc1cc(/C=C/C(=O)OCC(=O)NCc2ccco2)cc(OC)c1OC	1.1	0.8	-7	0.9	-1	22	-6	0.9	6	1435	-7
CCNC(=O)NC(=O)C(C)Sc1nc2ccccc2n1CC(C)C (stereo not given)	nt	0.9	7	1.1	13	14	0	1	nt	1462	1
CC1CCN(CCCCOc2ccc([N+](=O)[O-])cc2)CC1	nt	0.9	6	1	2	15	-6	1	nt	1522	4
CCOc1ccc(-c2ccc(SCC(=O)N3CCN(c4ccccc4)CC3)nn2)cc1	nt	1	-20	0.9	-6	4	13	1	-20	1619	9
CC1CN(C(=O)c2cccc(COc3ccccc3Cl)c2)CC(C)O1 (stereo not given)	0.4	0.9	11	0.9	3	13	8	1	6	1756	8
Cn1ncc2c(NNC(=O)C3CCCCC3)ncnc21	-0.0091	1	2	1.1	3	3	-3	1.1	-12	1703	1
CCC1CCCCN1C(=O)c1cc2cc(Br)ccc2oc1=O (stereo not given)	nt	0.9	-1	1	-2	11	8	1	-14	1677	14
O=C(O)CC(C(=O)Nc1ccc(Cl)cc1Cl)C1CCCO1 (stereo not given)	nt	0.9	2	1	4	6	-1	1	-7	1567	-1
c1ccc(Sc2ncnc3c2oc2ccccc23)nc1	nt	1.1	11	1	7	-8	2	1	-6	1640	15
CCOC(=O)C1CCCN(c2c(Nc3cccc(C)c3)c(=O)c2=O)C1 (stereo not given)	nt	0.9	0	1	15	10	-2	1	-5	1575	4
O=[N+]([O-])c1nn(-c2ccc3c(c2)OCCO3)n(O)c1=NC1CCN(Cc2ccccc2)CC1	0.26	1	0	1	2	3	2	1	0	1640	7
CC1=C(C(=O)OCC(C)C)C(c2cccc(F)c2)N2C(=O)C(C)SC2=N1 (stereo not given)	0.011	0.8	30	0.8	-6	23	-1	0.8	14	1453	0
CSc1ncnc2sc(C)c(C)c12	0.82	1.1	-3	1.2	5	-6	1	1.1	-5	1550	-1
O=C(NCCN1CCOCC1)[C@H](Cc1ccccc1)N1C(=O)c2ccccc2C1=O	nt	0.9	4	1	5	6	5	1	-10	1527	1
